Compound activity deposited in PubChem by Sanford-Burnham Center for Chemical Genomics.
DUSP3 inh: VHR1 phosphatase inhibitors, primary screen, biochemical, colorimetric, HTS; recombinant VHR phosphatase, colorimetric substrate read-out; 50,000 compounds, 0.7% hits; inhibition, % at 20 µM; Dual specificity protein phosphatase 3 (Homo sapiens), P51452; in the data active = inhibition above about 60%; note: some results filed as inactive read as strong as hits
Target sequence (P51452 whole entry, looked up): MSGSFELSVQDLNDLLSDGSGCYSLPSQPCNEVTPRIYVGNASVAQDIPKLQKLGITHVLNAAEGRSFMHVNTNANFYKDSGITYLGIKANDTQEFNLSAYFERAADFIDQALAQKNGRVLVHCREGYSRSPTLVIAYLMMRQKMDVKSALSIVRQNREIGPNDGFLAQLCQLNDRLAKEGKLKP
The depositor's hits bear a star.

SMILES	DUSP3 inh
COC(=O)COc1ccc(/C=C2\C(=O)NC(=O)N(c3ccc(C)cc3)C2=O)cc1OC	21.0
COCCCNC(=O)C(=O)Nc1ccccc1F	2.2
O=S(=O)(Nc1ccc2c(c1)OCO2)c1ccccc1	-3.0
O=C(Nc1ccc(I)cc1)c1ccc2nccnc2c1	-8.8
O=C(c1nn2c(C(F)(F)F)cc(-c3ccc(Br)cc3)nc2c1Cl)N1CCOCC1	-7.9
O=C(C1CN(S(=O)(=O)c2ccccc2)CCN1S(=O)(=O)c1ccccc1)N1CCCCCC1 (centres undefined)	-63.3
Cc1oc2ccc(OCc3ccc(Cl)cc3)cc2c1C(=O)O	-24.1
S=c1[nH]c2ccccc2n1CCOc1ccc(Cl)cc1	7.1

Ordered by molecular weight (rising): part of the list above
SMILES	DUSP3 inh
COCCCNC(=O)C(=O)Nc1ccccc1F	2.2
O=C(c1nn2c(C(F)(F)F)cc(-c3ccc(Br)cc3)nc2c1Cl)N1CCOCC1	-7.9
O=C(C1CN(S(=O)(=O)c2ccccc2)CCN1S(=O)(=O)c1ccccc1)N1CCCCCC1 (centres undefined)	-63.3

Going on with the list.
SMILES	DUSP3 inh
O=C(COc1ccc(Cl)cc1)N1CCN(c2cccc(Cl)c2)CC1	-37.5
COc1ccc2oc(=O)c(-c3cnc(Nc4ccccc4C)s3)cc2c1	23.7
O=C(NCc1ccco1)c1ccc(-c2ccccc2)cc1	4.7
COc1cc([N+](=O)[O-])ccc1NC(=O)c1ccc(S(=O)(=O)N2CC(C)OC(C)C2)cc1 (centres undefined)	-15.8
COCCCN1C(=O)C(=Cc2c(NCCc3ccccc3)nc3c(C)cccn3c2=O)SC1=S	-16.5
CCSc1nnc(NC(=O)COC(=O)C(CCSC)NC(C)=O)s1 (centres undefined)	-25.2
O=C(CCC1CCCCC1)Nc1ccncc1	4.1
COC(=O)c1c(C)oc2ccc(OC/C=C/c3ccccc3)cc12	-8.6

Single entries from the entries so far.
COc1cc([N+](=O)[O-])ccc1NC(=O)c1ccc(S(=O)(=O)N2CC(C)OC(C)C2)cc1 (centres undefined) in DUSP3 inh → -15.8
O=S(=O)(Nc1ccc2c(c1)OCO2)c1ccccc1 in DUSP3 inh → -3.0
O=C(CCC1CCCCC1)Nc1ccncc1 in DUSP3 inh → 4.1
COC(=O)c1c(C)oc2ccc(OC/C=C/c3ccccc3)cc12 in DUSP3 inh → -8.6
O=C(C1CN(S(=O)(=O)c2ccccc2)CCN1S(=O)(=O)c1ccccc1)N1CCCCCC1 (centres undefined) in DUSP3 inh → -63.3

More structures:
SMILES	DUSP3 inh
Cc1ccc2nsnc2c1NC(=O)c1ccccc1F	-9.6
CCCCCOC(=O)CCCN1C(=O)S/C(=C/c2ccc(OC)cc2)C1=S	3.5
CCCc1ccc(-c2ccc(-c3nc(-c4ccccn4)no3)cc2)cc1	-7.7
Cc1ccc(C)c(NC(=O)COc2cccc(C)c2C)c1	35.2
Cc1cccc(Cl)c1OCCCCn1ccnc1	1.0
O=C(Nc1ccc(N=Cc2ccc([N+](=O)[O-])cc2)cc1)c1ccccc1Br	-18.4
O=C(O)CCSc1nc2ccc(NC(=O)c3ccccc3)cc2s1	10.2
COc1cccc(/C=C2\SC(=S)N(NC(=O)c3ccc([N+](=O)[O-])cc3)C2=O)c1	-4.6
CC(C)(C)C1=CC2(C=C(C(C)(C)C)C1=O)Nc1cccc3cccc(c13)N2	1.7
CN(C)c1ccc(/C=C/c2cc(C(F)(F)F)[nH]c(=O)n2)cc1[N+](=O)[O-]	-8.5
Cc1cccc(NC(=O)c2ccc(S(=O)(=O)N(C)C)cc2)n1	-41.5
O=C(CC1(O)C(=O)Nc2ccccc21)c1cccc2ccccc12 (centres undefined)	0.2
C=CCc1cccc2cc(C(=O)OCc3ccccc3)c(=O)oc12	-21.9
Cc1cccc(-n2c(C)cc(/C=N\NC(=O)c3ccco3)c2C)c1	10.6
COC(=O)c1cc(Cl)c(NC(=O)c2ccco2)cc1OC	-2.3
CCC(C)C(C(=O)O)N1C(=O)NC2NC(=O)NC21 (centres undefined)	2.9
CN1C(=O)c2ccc(NC(=O)c3ccc(Cl)cc3Cl)cc2C1=O	0.1
COc1ccc(S(=O)(=O)Nc2ccc(F)c([N+](=O)[O-])c2)cc1	-11.7
CCOC(=O)c1ccccc1NCN1C(=O)CSC1=O	-13.8
Cc1c(C(=O)Nc2ccc([N+](=O)[O-])cc2)cnn1-c1ccccc1	-27.8
COc1ccc(C(=O)/C=C/c2sccc2C)cc1OC	4.0
CCSc1nc2sc3c(c2c(=O)n1Cc1ccccc1)CCc1ccccc1-3	-0.4
COc1cc(C(=O)N2CCN(C3CCN(Cc4ccccc4)CC3)CC2)cc(OC)c1OC	-9.3
O=C(Nc1sc2c(c1C(=O)Nc1ccc(Cl)cc1)CCC2)c1ccc([N+](=O)[O-])cc1	-13.1

Structures from the list above containing fluorine:
SMILES	DUSP3 inh
COCCCNC(=O)C(=O)Nc1ccccc1F	2.2
O=C(c1nn2c(C(F)(F)F)cc(-c3ccc(Br)cc3)nc2c1Cl)N1CCOCC1	-7.9
Cc1ccc2nsnc2c1NC(=O)c1ccccc1F	-9.6
CN(C)c1ccc(/C=C/c2cc(C(F)(F)F)[nH]c(=O)n2)cc1[N+](=O)[O-]	-8.5
COc1ccc(S(=O)(=O)Nc2ccc(F)c([N+](=O)[O-])c2)cc1	-11.7

Next section.
SMILES	DUSP3 inh
Cc1ccccc1-n1c(O)c(C=C2C=CC=N2)c(=O)[nH]c1=S	32.0
Cc1cc(C)nc(Nc2nc(=O)c3ccccc3s2)n1	12.4
CC12C(=O)C(C)(C(c3ccccc3)=C1c1ccccc1)C1C(=O)N(c3ccccc3Cl)C(=O)C12 (centres undefined)	-14.4
COc1ccc(Cl)cc1S(=O)(=O)n1cnc2ccccc21	-16.7
Cc1cc(OCC(=O)NC2CC(C)(C)NC(C)(C)C2)ccc1Br	-15.4
Cc1ccc(S(=O)(=O)N/N=C/c2ccc(OC(=O)c3ccccc3[N+](=O)[O-])cc2)cc1	-6.3
Cc1cc(Br)ccc1N1C(=O)/C(=C/c2ccc(F)cc2)C(=O)NC1=S	28.4
CCOC(=O)c1c(-c2ccc(Cl)cc2)csc1NC(=O)c1ccccc1OC	-13.2
CC(C)c1ccc(NC(=O)COc2ccc3ccccc3c2)cc1	-13.4
CCOc1ccc(N(CC(=O)NCCc2ccccc2)S(=O)(=O)c2ccc(Br)cc2)cc1	-9.3
CC(=O)C1=C(C)NC(=O)NC1c1cc(Br)ccc1O (centres undefined)	-1.0
c1ccc2c(c1)ccc1nnc(-c3ccc4c(c3)OCO4)n12	35.1
CCN(CC)C(=O)c1sc(NC(=O)c2cc(Cl)ccc2Cl)c(C#N)c1C	-14.0
CCOc1ccc(NC2OC(=O)c3c2ccc(OC)c3OC)cc1 (centres undefined)	0.6
Cc1cc(C2C3=C(CC(C)(C)CC3=O)N=C3c4ccccc4C(=O)C32)cc(C)c1O (centres undefined)	-28.3
Cc1n[nH]c(C)c1CCCCCCOc1ccc(F)cc1	4.5
COc1ccc(Br)cc1C(=O)Nc1cc(Cl)cc(Cl)c1	-7.7
COc1ccc2nc(SCC(=O)Nc3ccccc3F)[nH]c2c1	6.6
Cc1nc(N)sc1-c1csc(Nc2ccccn2)n1	50.7
CCC(C(=O)N1CCN(c2ccc(F)cc2)CC1)c1ccccc1 (centres undefined)	2.8
Cc1ccc(S(=O)(=O)NCCOc2ccccc2Cl)cc1[N+](=O)[O-]	-14.7
Cc1cc(C)n(C(=O)c2ccc(F)cc2)n1	6.8
Cc1ccc(N2C(=O)/C(=C/c3ccc(Oc4ccc([N+](=O)[O-])cn4)cc3)C(=O)NC2=S)cc1	2.1
CC(=O)Nc1ccc(N2CCN(C(C)=O)CC2)cc1	-24.7
CSc1nsc(SC)c1NC(=O)OCCN1CCOC1=O	8.5
O=C(/C=C/c1cc2c(cc1[N+](=O)[O-])OCCO2)c1c(-c2ccccc2)c2cc(Cl)ccc2[nH]c1=O	30.6
O=C(NC(NC(=S)Nc1ccccc1)C(Cl)(Cl)Cl)c1ccccc1F (centres undefined)	-7.6
COc1ccc(N(CC(=O)N2CCOCC2)S(C)(=O)=O)c(OC)c1	-25.1
COc1ccc(/C=C(\NC(=O)c2ccccc2)C(=O)Nc2cccc(C)c2)cc1OC	1.8
COc1cccc(/C=C2/C(=O)NC(=O)N(c3cc(C)cc(C)c3)C2=O)c1O	-7.7
COc1ccc(Cl)cc1N1C(=O)C2C(c3ccc(Cl)cc3)OC3(C(=O)c4ccccc4C3=O)C2C1=O (centres undefined)	-2.5
O=C(CSCC(=O)Nc1ccccc1)NCc1ccccc1	-10.9
Cc1cccc(C(=O)NC(Oc2ccccc2Cl)C(Cl)(Cl)Cl)c1 (centres undefined)	0.5
CC(=O)C(C(=O)c1ccccc1)C(=O)c1ccccc1	-13.1
COc1ccc(CC(=O)NC(Cc2ccc(OC)c(OC)c2)C(=O)O)cc1OC (centres undefined)	-26.4
Cc1cc(C)nc(/N=C(/N)Nc2ccc(C)c([N+](=O)[O-])c2)n1	5.4
Cc1cccc(NC(=O)C(C)Oc2cccc(Cl)c2)n1 (centres undefined)	15.1
CC(C)CNC(=O)COc1ccc(Br)cc1	2.4
CCCCOC(=O)C1=C(C)N(C)C(=O)NC1c1ccc(O)c(OC)c1 (centres undefined)	107.2
COc1ccc2ccccc2c1-c1cc(C(=O)N/N=C/c2ccc(C)cc2)[nH]n1	-9.9
CN(C)/C=C1\C(=O)N(c2ccc([N+](=O)[O-])cc2)N=C1c1ccccc1	-18.7
Cc1cc(Cl)ccc1OCCCC(=O)Nc1ccc2c(c1)OCCO2	-15.1
Cc1ccc(C(c2c(O)c3ccccc3oc2=O)c2c(O)c3ccccc3oc2=O)cc1	-13.6
Fc1ccc(Nc2nc(-c3ccncc3)nc3ccccc23)cc1F	0.3
COc1ccccc1NC(=O)c1ccccc1NS(=O)(=O)c1ccc(C)cc1	-6.3
CCC(C(=O)Nc1cc(C)cc(C)n1)c1ccccc1 (centres undefined)	2.8
O=C(CC1S/C(=N\N=C\c2ccccc2)NC1=O)Nc1ccccc1Br (centres undefined)	-18.9
CC(C)N(C(=O)C1CCCCC1C(=O)O)C(C)C (centres undefined)	-9.4
COc1cc([N+](=O)[O-])ccc1NC(=O)COc1ccc(-c2ccc(C)cc2)cc1	-8.8
CCc1ccccc1NC(=O)CN(c1ccc(OC)cc1OC)S(C)(=O)=O	-10.7
Cc1ccc(NCC(O)Cn2c3ccccc3c3ccccc32)c(C)c1 (centres undefined)	-20.7
Cc1cc(OCC(=O)NCCc2ccccc2)ccc1Cl	4.9
CCOc1ccc(N(CC(=O)O)S(=O)(=O)c2ccc(SC)cc2)cc1	-12.0
O=P(Cc1ccccc1O)(c1ccccc1)c1ccccc1	-17.4
CSCCOC(=O)C1=C(C)NC(=O)NC1c1ccc(O)c([N+](=O)[O-])c1 (centres undefined)	14.7
COc1ccc(NC(=O)NS(=O)(=O)c2ccc(C)cc2)c(OC)c1	-2.2

Additional entries follow.
SMILES	DUSP3 inh
Cc1ccc(-c2noc(COc3ccc4ccccc4c3)n2)cc1	-0.6
O=C(COc1ccc(Cl)cc1Br)NCCCN1CCOCC1	-9.6
O=C(Cc1ccccc1)NC(CCC(=O)OCc1ccccc1)C(=O)NCCO (centres undefined)	1.4
CC(c1ccco1)N(C(=O)COc1ccc(Cl)cc1Cl)c1ccccn1 (centres undefined)	-12.3
Cc1cccc(OCC(=O)N/N=C/c2ccncc2)c1	-20.2
CCOC(=O)C1(C)C=C(Nc2cccc([N+](=O)[O-])c2)C(=O)N1c1ccccc1 (centres undefined)	15.7
O=C(CSc1nsc(SCC(=O)Nc2ccc(F)cc2)n1)Nc1ccc(F)cc1	-6.0
O=C(Nc1ccccc1)Nc1nnc(SCc2ccc(F)cc2)s1	-7.7
O=C(O)C1Nc2ccc([N+](=O)[O-])cc2C2C=CCC12 (centres undefined)	96.5*
Cc1cc(C)c(NC(=O)c2cncc(Br)c2)c(C)c1	-12.6
COc1ccc(NC(=S)NC(NC(=O)c2ccccc2F)C(Cl)(Cl)Cl)cc1 (centres undefined)	-3.1
Cc1cc2nc(Nc3nc4ccccc4c(=O)[nH]3)nc(C)c2cc1C	-18.3
COc1ccc(C2CC(=O)C3=C(C2)Nc2ccccc2NC3c2ccc(F)cc2)cc1OC (centres undefined)	1.1
CC(=O)Nc1ccc(S(=O)(=O)N2CCN(c3ccc(F)cc3)CC2)cc1	-12.5
Cc1ccccc1C(=O)Nc1cccc(NC(=O)c2ccc(Cl)c([N+](=O)[O-])c2)c1	16.3
CCN(CC)C1CC(=O)N(c2ccc(Cl)cc2)C1=O (centres undefined)	-10.1
O=C1CN(C(=O)CNC(=O)c2ccccc2)CC(=O)N1	-34.7
COc1ccc(OC)c(/C=c2\sc3nc4c(Br)c(C)c(C)cc4n3c2=O)c1	2.9
CCS(=O)(=O)Nc1ccc(Cc2ccncc2)cc1	-2.2
CCOC(=O)COc1ccc(/C=C2\C(=O)NC(=O)N(c3cc(C)cc(C)c3)C2=O)cc1Br	-15.6
CCOC(=O)c1c(NC(=O)CCCC(=O)O)sc2c1CCC(C(C)(C)C)C2 (centres undefined)	-10.0
CC1=NN(C(=O)CCc2ccccc2)C(O)(c2cccnc2)C1 (centres undefined)	-2.3
COC(=O)C1=C(C)N(C)C(C)=C(C(=O)OC)C1c1ccc(OCc2ccccc2)cc1	0.5
CCOC(=O)N/N=C/c1ccc(F)cc1	1.4
CCOC(=O)C(=CNc1ccc(OCc2ccccc2)cc1)C(=O)OCC	-8.8
COc1ccc(CCNC(=O)C(=O)N2CCCCCC2)cc1OC	-45.8

An excerpt (hit frequency here may not be typical).
